# Screens as filed in PubChem BioAssay.
# NPY-Y2 antag: antagonists of human neuropeptide Y receptor Y2. P49146. NPY-Y2 expressing cells, antagonist mode. inhibition, % at 2.7 µM. 140,000 compounds, 0.99% hits; in the data active means inhibition above about 17%;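 further: 0% = vehicle with agonist challenge and 100% = reference antagonist with challenge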
# Target sequence (P49146 whole entry, looked up): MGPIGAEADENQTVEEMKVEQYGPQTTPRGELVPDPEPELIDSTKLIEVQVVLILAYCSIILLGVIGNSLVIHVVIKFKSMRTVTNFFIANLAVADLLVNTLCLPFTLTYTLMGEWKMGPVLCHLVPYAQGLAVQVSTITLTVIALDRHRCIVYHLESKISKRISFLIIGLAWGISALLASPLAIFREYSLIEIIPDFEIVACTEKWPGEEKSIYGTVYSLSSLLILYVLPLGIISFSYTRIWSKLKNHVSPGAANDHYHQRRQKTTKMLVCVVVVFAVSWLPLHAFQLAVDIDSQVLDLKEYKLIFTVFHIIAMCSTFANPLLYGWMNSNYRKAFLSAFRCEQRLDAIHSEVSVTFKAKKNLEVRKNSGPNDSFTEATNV
# Phagocytosis inh: macrophage phagocytosis inhibition; J774A.1 macrophage IgG-bead phagocytosis, imaging; inhibition, % at 5 µM; 110,000 compounds, 0.07% hits;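 active means inhibition above the mean of the plate negative controls plus 5 SD, cut at about 13% in these data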;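 further: phagocytic index as fraction of beads internalized from green versus red external bead signal; plate controls were DMSO negative control for no effect and cytochalasin-D positive control for full effect; some results beyond the cut were filed as inactive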
# Yeast growth inh: reduces growth of yeast BB579 in restrictive medium | S. cerevisiae BB579 growth, OD615, 48 h | inhibition, % at 10 µM | 140,000 compounds, 0.51% hits;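 active means inhibition above a set limit, 3 SD over the mean compound inhibition, cut at about 44% in these data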; further: inactives centre near -24
#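 Assay system: S. cerevisiae DeaD strain BB579 yeast. Medium: CSMM-D restrictive synthetic medium containing dextrose (glucose). Times: 4 h cell preincubation, 48 h compound exposure, 30 °C humidified. Signal: OD615 turbidity measurement. Benchmarks: positive control amphotericin B 10 µg/mL.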
# HCT116 PTEN-null: suppresses growth of cells with PTEN deletion. HCT116 PTEN-null viability, CellTiter-Glo, 60 h; active compounds read low. viability, % at 10 µM. 140,000 compounds, 1.2% hits. AID 827;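 active means viability at or below a set limit, 4 SD under the median of all tested compounds, cut at about 3.7% in these data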;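 further: PTEN knockout HCT116 line with beta catenin targeted HCT116 as companion control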
# HCT116 bCat-KO: beta-catenin-lacking colon tumor cell growth suppression; viability, % at 10 µM; 140,000 compounds, 1.5% hits; HCT116 beta-catenin knockout viability, CellTiter-Glo, 60 h; active compounds read low;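 active means viability at or under a set limit, the compound median less 4 SD, cut at about 6% in these data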;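 further: 0% = Hyamine 1622 control at 20 µM and 100% = untreated cell control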
# GALR2 antag: GALR2 (human) receptor antagonism | O43603 | GALR2-expressing cells, antagonist mode | inhibition, % at 4 µM | 140,000 compounds, 0.39% hits | AID 828; in the data active means inhibition above about 27%;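 further: cells stimulated with galanin 1-16 at roughly its EC80; 0% = agonist challenge control and 100% = basal control without agonist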
# Target sequence (O43603 whole entry, looked up): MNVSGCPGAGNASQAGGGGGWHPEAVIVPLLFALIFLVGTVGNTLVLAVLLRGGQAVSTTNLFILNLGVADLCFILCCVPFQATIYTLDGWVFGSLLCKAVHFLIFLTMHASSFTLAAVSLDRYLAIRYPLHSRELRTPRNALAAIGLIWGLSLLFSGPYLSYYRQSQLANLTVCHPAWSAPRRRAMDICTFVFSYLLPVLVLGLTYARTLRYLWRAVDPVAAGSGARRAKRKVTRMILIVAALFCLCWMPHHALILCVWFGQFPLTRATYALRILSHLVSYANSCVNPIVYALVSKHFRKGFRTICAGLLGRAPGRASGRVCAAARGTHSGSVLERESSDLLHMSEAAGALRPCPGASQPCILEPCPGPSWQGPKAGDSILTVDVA
# Measles CPE: protection of cells from measles virus. AID 841. 140,000 compounds, 1.5% hits. protection (pct of control), % at 4 µM. Measles virus-infected cells, CPE protection, absorbance; in the data active means protection mostly above about 24%, no sharp cut-off; inactive means mostly below about 26%; further: some compounds called inactive have numbers as strong as hits
# Yeast lifespan up: yeast lifespan extension; AID 775; 130,000 compounds, 0.68% hits; inhibition of the nicotinamide effect, % at 10 µM; S. cerevisiae growth with nicotinamide, OD615; deaD strain in restrictive glucose medium;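 active means inhibition above a set limit, placed 3 SD over the median of all compounds, cut at about 26% in these data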;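 further: 0% = nicotinamide-treated wells and 100% = cells grown without nicotinamide; some compounds called inactive have numbers as strong as hits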
#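 assay system = DeaD-strain S. cerevisiae | measured by = absorbance at 615 nm | probe or stimulus = nicotinamide 1.5 mM | buffer or medium = CSMM-D glucose medium, restrictive | times = 48 h at 30 °C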
# MRP-1 activ: MRP-1 activation | H69AR cells + doxorubicin, viability rescue, CellTiter-Glo | viability increase, % at 10 µM | 140,000 compounds, 0.61% hits | AID 799;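 active means viability gain under doxorubicin at or above a set limit, the compound median plus 3 SD, cut at about 4.7% in these data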;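 further: MRP-1 overexpressing cells given doxorubicin 25 µM after compound pretreatment; 18-22 h compound pretreatment then 72 h with doxorubicin before readout; 0% = doxorubicin-only wells and 100% = vehicle-treated cells without doxorubicin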
# E-sel TNF inh: TNF alpha driven E-selectin expression inhibition; HUVEC TNFa-induced E-selectin immunofluorescence, high content; inhibition, % at 2 µM; 120,000 compounds, 0.71% hits;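 active means inhibition above the batch mean plus 3 SD, and confirmed as a hit on visual image review, cut at about 43% in these data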;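 further: 0% = TNF-stimulated DMSO wells and 100% = unstimulated control wells; not every result past the cut was called active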
# The depositor's hits bear a star; / = not tested or not shown; & = joins results of further samples. Rows were taken by chance; about 6.1% have a hit in one of these screens.
SMILES,NPY-Y2 antag,Phagocytosis inh,Yeast growth inh,HCT116 PTEN-null,HCT116 bCat-KO,GALR2 antag,Measles CPE,Yeast lifespan up,MRP-1 activ,E-sel TNF inh
Cc1ccc(S(=O)(=O)N2CCN(c3nc(C)nc4sc(C)c(C)c34)CC2)cc1,3.5,-0.5,-37.2,98.4,90.9,0.2,6.6,8.6,-0.5,24.1
COc1cccc(C(=O)NCC(=O)OCC(=O)c2ccccc2)c1,1.2,1.6,-20.1,90.8,91.6,6.0,9.3,3.3,-0.5,/
COc1cccc(-c2nc(CS(=O)(=O)CC(=O)NC3CCCc4ccccc43)c(C)o2)c1 (stereo not given),11.6,/,-3.3,82.3,78.9,11.9,2.0,-12.8,-0.7,-3.9
CC1CN(C2CC(C)(C)NC(C)(C)C2)CCC1=O (stereo not given),2.0,-1.4,-48.9,97.6,97.4,-2.2,6.5,-7.9,0.2,/
Cc1csc(NC(=O)CSc2nsc(SCC(=O)Nc3nc(C)cs3)c2C#N)n1,0.7,-1.4,-42.2,55.0,41.3,-6.1,14.3,-0.9,-3.6,6.5
Cc1ccc(C2C(C(=O)c3ccco3)=C(O)C(=O)N2c2nnc(C)s2)cc1 (stereo not given),0.6,/,-14.0,95.6,111.2,6.8,24.1,-10.2,-1.3,-18.5
Cc1ccc(SCC(=O)Nc2ccc(-c3nnc(-c4ccco4)o3)cc2)cc1,5.1,/,-55.8,101.2,81.8,-11.6,21.4,-2.5,0.5,28.3
COc1ccc(N2C(=O)CCC(C(=O)O)C2c2ccc(F)cc2)cc1 (stereo not given),0.8,/,9.4,92.2,82.8,-1.6,0.2,-10.2,1.4,17.8
O=C(c1cccnc1)N1CCN(C(=O)c2ccco2)CC1,-0.8,/,-24.3,97.3,96.8,-4.7,3.3,/,0.8,5.7
CC(=O)N1CCc2cc(S(=O)(=O)NC(CC(C)C)C(=O)N3CCc4ccccc4C3)ccc21 (stereo not given),1.5,0.0,-16.5,83.1,90.4,-9.8,13.6,-3.5,-1.7,-9.4
CN(C)/N=C/c1c(O)ccc2ccccc12,-0.8,-0.6,9.4,93.1,97.6,2.9,-0.5,-17.8,0.1,-38.0
CCOc1cc(-c2nc(-c3ccc(OC)cc3)no2)cc(OCC)c1OCC,0.1,0.9,-63.0,95.2,98.8,-6.0,10.1,5.1,-0.3,3.9
Cc1ccc(OCCNC(=O)/C=C/c2ccccc2)cc1,9.8,-3.1,-13.7,96.1,87.7,-3.5,5.3,-4.9,-0.9,15.2
O=C(C1CCC(CNc2c(N3CCOCC3)c(=O)c2=O)CC1)N1CCN(c2ccccc2)CC1 (stereo not given),2.0,-0.3,-32.7,93.3,95.7,1.7,4.0,-5.0,-0.9,14.3
CCOC(=O)Cc1csc(SCn2nnc3ccccc3c2=O)n1,0.3,-0.1,-15.2,98.9,85.3,-1.7,9.0,-5.0,-1.8,-16.9
COc1ccccc1OCCn1c(=O)sc2ccccc21,3.7,-1.6,-34.8,103.0,103.3,-12.0,9.6,-15.1,0.2,-12.3
C/C(=C\C(=O)C(F)(F)F)Nc1ccc(C(F)(F)F)cc1,0.7,-1.3,-28.7,88.3,95.0,1.9,7.4,-21.6,1.2,20.0
Cc1ccc2cc(C3C(C#N)=C(N)Oc4c3ccc3cccnc43)c(=O)[nH]c2c1 (stereo not given),1.6,/,-40.0,92.9,82.0,5.1,11.4,-19.8,-4.2,-28.0
CSCCC(Nc1nc2ccccc2s1)C(=O)O (stereo not given),7.1,-0.1,-18.3,106.0,93.5,3.4,7.3,8.3,-0.6,-17.7
Cc1ccc(O)c(C(=O)c2cnc3c(c2)CN(CCC(C)C)C(=O)N3)c1,5.4,1.0,-50.5,83.2,99.1,-3.4,4.1,-16.7,-4.6,/
Cc1cc(C)nc(NS(=O)(=O)c2ccc(-n3cccc3)cc2)n1,0.7,-2.2,-20.2,99.7,102.9,7.9,10.8,-5.8,-1.5,0.1
Cc1ccccc1Nc1c(N)c(=O)oc2ccccc12,-0.4,-0.8,-53.5,85.3,81.9,-13.7,11.5,-12.6,-1.4,/
Cc1cccc2c1N(CCCOc1ccccc1)C(=O)C2=O,2.3,/,-6.3,81.9,80.7,3.0,5.1,-4.3,-3.5,-14.2
COc1cccc2sc(N3CCN(c4nc5ccccc5s4)CC3)nc12,0.8,-2.4,-43.1,2.4*,1.8*,-2.4,5.2,-3.1,-5.7,-7.5
COc1ccc(CCNC(=O)CSc2nnc(Cn3c(=O)sc4ccccc43)n2C)cc1OC,2.0,1.1,-35.1,94.5,96.1,-7.7,10.2,-6.6,-3.0,/
CCOC(=O)c1ccc(CSc2n[nH]c(C)n2)o1,1.9,0.3,-14.9,88.6,80.4,12.9,4.5,-2.9,0.6,/
O=C(Nc1ccc(-c2nc3ccccc3o2)cc1)C1CCCO1 (stereo not given),3.5,-1.6,4.0,85.8,87.9,6.4,8.2,-15.4,0.7,-10.5
c1ccc(-c2csc(Nc3nc(N4CCOCC4)nc(N4CCOCC4)n3)n2)cc1,2.2,/,-41.6,86.3,82.0,-2.2,10.9,-7.1,0.7,/
CCCCOC(=O)C1[C@H]2C(=O)N(CCc3ccccc3)C[C@]23C=C[C@H]1O3 (stereo not given in full),0.1,-0.7,3.9,95.7,94.5,-9.0,20.8,-10.1,-0.5,/
CCN(CC)c1ccc(NC(=O)c2ccccc2F)cc1S(=O)(=O)Nc1ccccc1OC,8.0,-0.4,-30.1,79.2,73.1,0.9,8.1,0.3,-3.0,/
O=C(O)C1C2C=CC(O2)C1C(=O)NCCC1=CCCCC1 (stereo not given),1.3,/,-17.2,90.3,103.5,-9.0,25.3,-8.7,-0.8,23.5
CCSc1nc2ccccc2[nH]1,-0.4&1.5,1.5&-2.1,-43.7&-22.6,95.0&105.6,96.3&98.8,-0.1&6.4,16.9&4.3,10.3&0.4,-1.2&0.2,-7.4&15.4
C=CCn1c(SCC(=O)Nc2ncc(Cc3ccc(Br)cc3)s2)nnc1-c1ccncc1,4.8,/,-43.4,101.7,98.6,-1.2,7.7,-12.7,1.2,-19.9
O=C(Nc1ccc(-c2nc3ccc(NC(=O)c4cccs4)cc3[nH]2)cc1)c1cccs1,4.1,-0.9,-57.9,88.6,75.9,28.5*,9.4,-5.2,-2.3,-40.7
COc1ccc2c(Cl)c(-c3nnc(SCC(=O)c4ccccc4)n3C)sc2c1,1.4,-0.1,-60.8,88.4,91.4,-3.1,19.4,-12.6,-1.3,-7.8
CCCS(=O)(=O)N1CCN(c2ccccn2)CC1,-0.2,0.4,2.1,89.5,100.9,-0.7,14.4,-12.0,0.7,10.3
O=C(c1ccco1)N1CCN(C(=O)c2cc(-c3ccccn3)nc3ccccc23)CC1,-1.6,-0.4,-13.0,87.0,97.0,-0.8,3.9,-24.3,-3.9,8.6
CCn1c(=O)c(C(=O)NCc2cccnc2)c(O)c2ccccc21,3.0,-0.6,-34.0,97.0,93.1,9.1,19.9,17.2,0.3,-9.4
CCC(=O)Nc1ccc(NC(=O)c2c(C)nc3ccccn23)cc1,1.6,-0.1,-43.2,106.4,94.2,0.4,8.1,3.7,-0.1,-18.6
Cc1cc(=O)[nH]c(SCc2nc3ccccc3n2Cc2ccccc2)n1,-0.7,/,-14.8,85.2,90.9,-12.8,5.3,-4.7,-2.0,/
COc1ccc(/C=N/c2c(-c3ccco3)nc3ccccn23)cc1OC,0.3,/,-33.4,72.8,82.3,2.9,2.9,-0.9,-3.1,-4.7
CC(C)=CC1C=C(C)C(C)C2C(=O)NNC(=O)C12 (stereo not given),3.7,1.1,-14.6,99.4,99.0,-2.6,4.9,-5.0,-1.8,0.1
O=C(CCC1COc2ccccc2O1)Nc1ccc(Cl)cn1 (stereo not given),7.6,0.9,-36.3,43.7,49.3,10.2,5.5,-22.9,0.1,6.2
CCCCCc1ccc(-c2ccc(/C=C/C(N)=O)cc2)nc1,-0.4,/,-10.7,101.5,104.8,-2.7,13.4,-2.6,1.9,/
CCc1nc(SCC(=O)c2ccc(C)c(C)c2)n[nH]1,2.4,-0.9,0.0,102.4,99.4,-3.1,5.2,-6.8,1.3,9.0
C/C(=N\Nc1ncc(Cl)cc1Cl)c1ccc(S(=O)(=O)NCc2ccco2)cc1,2.8,-10.7,-26.5,88.2,89.2,6.9,3.6,-1.9,1.0,/
O=C1O/C(=C/c2ccccc2)N=C1c1ccccc1,1.4,0.4,-59.3,89.7,86.5,11.9,2.1,21.9,-0.5,22.1
CC(C)(C)NC(=O)CSc1nc2scc(-c3ccccc3)c2c(=O)[nH]1,1.7,-1.0,-31.5,108.8,96.0,10.0,21.7,3.5,-1.9,-13.8
C/C=C/C(=O)OCC(=O)Nc1cc(-c2cc(C)c(C)cc2C)nn1-c1ccccc1,2.2,-0.8,-24.7,85.5,84.2,-6.9,9.4,-2.1,-0.9,7.5
CCc1ccc(OCCNC(=O)c2cccs2)cc1,1.1,/,9.8,95.4,89.7,-7.4,39.6,-9.1,0.6,6.0
CCCCCCc1cc2cc(-c3nnc(-c4ccccc4O)o3)c(=O)oc2cc1O,14.5,-0.3,-13.6,0.7*,0.7*,12.8,2.2,-30.1,-4.5,-20.4
O=C(NCc1ccccc1Cl)C1CCCN(S(=O)(=O)c2cccc3nsnc23)C1 (stereo not given),2.9,0.2,-30.4,90.7,87.5,-3.6,3.4,16.4,-0.3,-1.6
CCOC(=O)/C(=C/C=C/c1ccccc1)NC(=O)c1ccccc1,1.9,-0.7,-12.4,90.5,89.3,5.0,9.6,-0.8,-1.0,/
Cc1c(NC(=O)c2ccc(F)c(S(=O)(=O)N3CCOCC3)c2)c(=O)n(-c2ccccc2)n1C,1.9,-1.3,-7.7,96.7,103.0,10.2,19.1,0.8,-0.7,14.5
Cc1nn(Cc2ccccc2Cl)c(C)c1NC(=O)CSc1n[nH]c(C)c1[N+](=O)[O-],2.8,7.9,-12.7,104.9,94.6,4.5,4.5,-3.7,1.6,5.4
Nc1[nH]nc2c1NN(c1ccc(Cl)cc1Cl)N2,-5.9,-3.8,-47.0,19.4,26.7,8.9,10.6,-3.8,-2.7,/
CC1(C)Oc2ccc3ccc(=O)oc3c2/C(=C/N)C1=O,3.7,-1.9,3.5,86.2,90.3,0.8,7.6,-5.0,-4.2,/
N#Cc1cc2sc3nnc(-c4ccncc4)n3c2cc1C#N,2.1,-1.3,13.8,13.5,6.4,8.0,11.7,-17.8,-2.1,57.5*
